Compound activity: PubChem BioAssay, National Center for Advancing Translational Sciences (NCATS)
A-T KAP1 phos – qHTS Assay for Identifying a Potential Treatment of Ataxia-Telangiectasia; […] A-T fibroblasts, KAP-1 phosphorylation AlphaLISA; neocarzinostatin DNA damage 30 min before lysis; Potency, µM (doses to about 57.5 µM), for the others: at the top dose activation, hits mostly activators; hit rate 0.19% among 320,000; AID 485349, 2010; note: potency is the fitted concentration of half-maximal effect; % of control where 0% means no effect; nearly all actives have a fitted effect of over 45% in size
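ATM-like activity read as KAP-1 phosphorylation via AlphaLISA donor/acceptor antibody pairs after lysis and 6 hr at 25C. Cells were ATM-null patient fibroblasts ([…], hTERT), dosed 60 min, then exposed to the DSB inducer NCS for 30 min.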
ELG1 repair inh – qHTS screen for small molecules that inhibit ELG1-dependent DNA repair in human embryonic kidney (HEK293T) cells expressing luciferase-tagged ELG1; HEK293T ELG1-luciferase reporter, luminescence, 16 h; DNA damage induced by 5-fluorouridine; Potency, µM (top dose mostly 46.1 µM), for inactives: top-dose activity change, negative = inhibition, hits mostly inhibitors; AID 504467, 2011; hit rate 2.3% among 330,000; note: potency is the fitted concentration of half-maximal effect; % is set by controls: 0 for no effect and ±100 for the full control effect; nearly all actives have a fitted effect of over 55% in size
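Step one: seed 2,000 cells per well. Step two: pin-transfer compound or DMSO alongside 5-fluorouridine. Step three: incubate 16 hr, 37 °C, 5% CO2. Step four: add ONE-Glo, wait 30 min, read luminescence.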
B2AR arrestin – qHTS assay of beta-arrestin-biased ligands of beta2-adrenergic receptor; hit rate 0.02% among 330,000; Beta-2 adrenergic receptor (Homo sapiens), P07550; Potency, µM (doses to about 46.1 µM), for the others: at the top dose activation, hits mostly activators; beta-arrestin recruitment to beta2AR, cell-based reporter; AID 492947, 2010;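 note: potency is the fitted concentration of half-maximal effect; 0% = DMSO controls and full agonism = EC100 isoproterenol or metaproterenol; nearly all actives have a fitted effect of over 65% in size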
p53 reactivation – qHTS assay for re-activators of p53 using a Luc reporter | H1299 p53-A138V BP100-luciferase reporter, luminescence, 24 h | Potency, µM (doses to about 92.2 µM), for the others: at the highest dose activity change, positive = activation, actives largely listed as activators | hit rate 0.063% among 320,000; note: potency is the fitted concentration of half-maximal effect; % of control where 0% means no effect; nearly all actives have a fitted effect of over 45% in size
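p53-null H1299 cells stably carrying temperature-sensitive p53-A138V and a BP100-luciferase reporter were pinned with compounds (4-point, 1:5 series) and held 24 hrs at 37 deg C. Luminescence was read 10 min after detection reagent.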
a7 integrin act – qHTS for Activators of Integrin-Mediated Alleviation for Muscular Dystrophy; alpha7betagal myoblasts, beta-gal FDG fluorescence, 48 h; hit rate 0.064% among 350,000; Potency, µM (top dose mostly 38.3 µM), for inactives: at the top dose activation, actives largely listed as activators;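 note: potency is the fitted concentration of half-maximal effect; 100% = response of the positive control SU9516; nearly all actives have a fitted effect of over 60% in size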
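Alpha7betagal+/- myoblasts (passage 13) were plated 16-24 hr, then exposed to compounds (1:260 dilution of DMSO stock) for 48 hours at 37C. After MPER lysis, β-galactosidase reporter activity was read as FDG fluorescence (ex 480/em 540) after 30 minutes.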
TRPV1 ag – HTS Assay for Compounds that Act as Agonists of the Vanilloid Receptor 1. TRPV1-expressing cells, Fluo-8 calcium influx, agonist mode. AID 540275, 2011. Transient receptor potential cation channel subfamily V member 1 (Homo sapiens), Q8NER1. activation, % at 8.33 µM. hit rate 0.19% among 320,000; in the data active = activation above about 80%; inconclusive = between about 30% and that limit; note: 0% is about no effect
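Fluo-8 calcium influx in TRPV1-expressing cells, kinetic read (ex 480/em 520 nm). Compound added and read 3 min for agonist activity, followed by capsaicin at EC20 final and 2 min further read for enhancement.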
TCR act – Activators of T cell receptors: qHTS campaign; 330,000 tested, under 10 active; Potency, µM (titrated, usually from 9.22 µM), for inactives: at the top dose activation of IL-2 secretion, most hits filed as activators; primary human leukocytes, anti-CD3, IL-2 HTRF, 48 h; AID 504894, 2011; note: % of control where 0% means no effect
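IL-2 release read by HTRF sandwich (Eu cryptate donor, d2 acceptor, 665 nm emission) after 48 hr exposure of primary human leukocytes to compound together with anti-CD3 beads in the absence of co-stimulatory signals.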
BRCA1 expr up – qHTS Assay to Identify Small Molecule Activators of BRCA1 Expression | hit rate 1.1% among 380,000 | AID 624202, 2012 | Potency, µM (doses to about 46.1 µM), inactives show top-dose activation, actives largely listed as activators | MCF7-BRCA1-FFLuc reporter, luminescence, 48 h; response scale: scaled: vehicle 0%, 10 µM genistein 100%; note: potency is the fitted concentration of half-maximal effect; nearly all actives have a fitted effect of over 80% in size; some results filed as inactive show a strong effect at the top dose
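MCF7-BRCA1-FFLuc, 2000 cells/well; 2 h attach, 37 °C/5% CO2; compound 48 h; luciferase substrate 15 min; luminescence end-point. Norm. to genistein 10 microM max activation and DMSO; concentration-response curves fitted.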
CXXC DNA block – qHTS Fluorescence Polarization Assay for Inhibitors of MLL CXXC domain - DNA interaction. Potency, µM (titrated, usually from 115 µM), inactives show top-dose activity change, negative = inhibition, hits mostly inhibitors. hit rate 0.037% among 290,000. Histone-lysine N-methyltransferase 2A (Homo sapiens), Q03164. AID 2662, 2010. MLL-CXXC / FITC-HOXA9 DNA fluorescence polarization; active = well fitted inhibition curve with a large enough effect in the polarisation, with a control signal flat, not every such curve was filed as active; inconclusive = small, poorly fitted or top-dose-only effect, or effect the other way, or a change in a side signal; inactive = no such curve, though single readings can be large or run the other way; the % refers to the polarisation; note: potency is the fitted concentration of half-maximal effect
Target sequence (Q03164 whole entry, looked up, the tested form may be a part): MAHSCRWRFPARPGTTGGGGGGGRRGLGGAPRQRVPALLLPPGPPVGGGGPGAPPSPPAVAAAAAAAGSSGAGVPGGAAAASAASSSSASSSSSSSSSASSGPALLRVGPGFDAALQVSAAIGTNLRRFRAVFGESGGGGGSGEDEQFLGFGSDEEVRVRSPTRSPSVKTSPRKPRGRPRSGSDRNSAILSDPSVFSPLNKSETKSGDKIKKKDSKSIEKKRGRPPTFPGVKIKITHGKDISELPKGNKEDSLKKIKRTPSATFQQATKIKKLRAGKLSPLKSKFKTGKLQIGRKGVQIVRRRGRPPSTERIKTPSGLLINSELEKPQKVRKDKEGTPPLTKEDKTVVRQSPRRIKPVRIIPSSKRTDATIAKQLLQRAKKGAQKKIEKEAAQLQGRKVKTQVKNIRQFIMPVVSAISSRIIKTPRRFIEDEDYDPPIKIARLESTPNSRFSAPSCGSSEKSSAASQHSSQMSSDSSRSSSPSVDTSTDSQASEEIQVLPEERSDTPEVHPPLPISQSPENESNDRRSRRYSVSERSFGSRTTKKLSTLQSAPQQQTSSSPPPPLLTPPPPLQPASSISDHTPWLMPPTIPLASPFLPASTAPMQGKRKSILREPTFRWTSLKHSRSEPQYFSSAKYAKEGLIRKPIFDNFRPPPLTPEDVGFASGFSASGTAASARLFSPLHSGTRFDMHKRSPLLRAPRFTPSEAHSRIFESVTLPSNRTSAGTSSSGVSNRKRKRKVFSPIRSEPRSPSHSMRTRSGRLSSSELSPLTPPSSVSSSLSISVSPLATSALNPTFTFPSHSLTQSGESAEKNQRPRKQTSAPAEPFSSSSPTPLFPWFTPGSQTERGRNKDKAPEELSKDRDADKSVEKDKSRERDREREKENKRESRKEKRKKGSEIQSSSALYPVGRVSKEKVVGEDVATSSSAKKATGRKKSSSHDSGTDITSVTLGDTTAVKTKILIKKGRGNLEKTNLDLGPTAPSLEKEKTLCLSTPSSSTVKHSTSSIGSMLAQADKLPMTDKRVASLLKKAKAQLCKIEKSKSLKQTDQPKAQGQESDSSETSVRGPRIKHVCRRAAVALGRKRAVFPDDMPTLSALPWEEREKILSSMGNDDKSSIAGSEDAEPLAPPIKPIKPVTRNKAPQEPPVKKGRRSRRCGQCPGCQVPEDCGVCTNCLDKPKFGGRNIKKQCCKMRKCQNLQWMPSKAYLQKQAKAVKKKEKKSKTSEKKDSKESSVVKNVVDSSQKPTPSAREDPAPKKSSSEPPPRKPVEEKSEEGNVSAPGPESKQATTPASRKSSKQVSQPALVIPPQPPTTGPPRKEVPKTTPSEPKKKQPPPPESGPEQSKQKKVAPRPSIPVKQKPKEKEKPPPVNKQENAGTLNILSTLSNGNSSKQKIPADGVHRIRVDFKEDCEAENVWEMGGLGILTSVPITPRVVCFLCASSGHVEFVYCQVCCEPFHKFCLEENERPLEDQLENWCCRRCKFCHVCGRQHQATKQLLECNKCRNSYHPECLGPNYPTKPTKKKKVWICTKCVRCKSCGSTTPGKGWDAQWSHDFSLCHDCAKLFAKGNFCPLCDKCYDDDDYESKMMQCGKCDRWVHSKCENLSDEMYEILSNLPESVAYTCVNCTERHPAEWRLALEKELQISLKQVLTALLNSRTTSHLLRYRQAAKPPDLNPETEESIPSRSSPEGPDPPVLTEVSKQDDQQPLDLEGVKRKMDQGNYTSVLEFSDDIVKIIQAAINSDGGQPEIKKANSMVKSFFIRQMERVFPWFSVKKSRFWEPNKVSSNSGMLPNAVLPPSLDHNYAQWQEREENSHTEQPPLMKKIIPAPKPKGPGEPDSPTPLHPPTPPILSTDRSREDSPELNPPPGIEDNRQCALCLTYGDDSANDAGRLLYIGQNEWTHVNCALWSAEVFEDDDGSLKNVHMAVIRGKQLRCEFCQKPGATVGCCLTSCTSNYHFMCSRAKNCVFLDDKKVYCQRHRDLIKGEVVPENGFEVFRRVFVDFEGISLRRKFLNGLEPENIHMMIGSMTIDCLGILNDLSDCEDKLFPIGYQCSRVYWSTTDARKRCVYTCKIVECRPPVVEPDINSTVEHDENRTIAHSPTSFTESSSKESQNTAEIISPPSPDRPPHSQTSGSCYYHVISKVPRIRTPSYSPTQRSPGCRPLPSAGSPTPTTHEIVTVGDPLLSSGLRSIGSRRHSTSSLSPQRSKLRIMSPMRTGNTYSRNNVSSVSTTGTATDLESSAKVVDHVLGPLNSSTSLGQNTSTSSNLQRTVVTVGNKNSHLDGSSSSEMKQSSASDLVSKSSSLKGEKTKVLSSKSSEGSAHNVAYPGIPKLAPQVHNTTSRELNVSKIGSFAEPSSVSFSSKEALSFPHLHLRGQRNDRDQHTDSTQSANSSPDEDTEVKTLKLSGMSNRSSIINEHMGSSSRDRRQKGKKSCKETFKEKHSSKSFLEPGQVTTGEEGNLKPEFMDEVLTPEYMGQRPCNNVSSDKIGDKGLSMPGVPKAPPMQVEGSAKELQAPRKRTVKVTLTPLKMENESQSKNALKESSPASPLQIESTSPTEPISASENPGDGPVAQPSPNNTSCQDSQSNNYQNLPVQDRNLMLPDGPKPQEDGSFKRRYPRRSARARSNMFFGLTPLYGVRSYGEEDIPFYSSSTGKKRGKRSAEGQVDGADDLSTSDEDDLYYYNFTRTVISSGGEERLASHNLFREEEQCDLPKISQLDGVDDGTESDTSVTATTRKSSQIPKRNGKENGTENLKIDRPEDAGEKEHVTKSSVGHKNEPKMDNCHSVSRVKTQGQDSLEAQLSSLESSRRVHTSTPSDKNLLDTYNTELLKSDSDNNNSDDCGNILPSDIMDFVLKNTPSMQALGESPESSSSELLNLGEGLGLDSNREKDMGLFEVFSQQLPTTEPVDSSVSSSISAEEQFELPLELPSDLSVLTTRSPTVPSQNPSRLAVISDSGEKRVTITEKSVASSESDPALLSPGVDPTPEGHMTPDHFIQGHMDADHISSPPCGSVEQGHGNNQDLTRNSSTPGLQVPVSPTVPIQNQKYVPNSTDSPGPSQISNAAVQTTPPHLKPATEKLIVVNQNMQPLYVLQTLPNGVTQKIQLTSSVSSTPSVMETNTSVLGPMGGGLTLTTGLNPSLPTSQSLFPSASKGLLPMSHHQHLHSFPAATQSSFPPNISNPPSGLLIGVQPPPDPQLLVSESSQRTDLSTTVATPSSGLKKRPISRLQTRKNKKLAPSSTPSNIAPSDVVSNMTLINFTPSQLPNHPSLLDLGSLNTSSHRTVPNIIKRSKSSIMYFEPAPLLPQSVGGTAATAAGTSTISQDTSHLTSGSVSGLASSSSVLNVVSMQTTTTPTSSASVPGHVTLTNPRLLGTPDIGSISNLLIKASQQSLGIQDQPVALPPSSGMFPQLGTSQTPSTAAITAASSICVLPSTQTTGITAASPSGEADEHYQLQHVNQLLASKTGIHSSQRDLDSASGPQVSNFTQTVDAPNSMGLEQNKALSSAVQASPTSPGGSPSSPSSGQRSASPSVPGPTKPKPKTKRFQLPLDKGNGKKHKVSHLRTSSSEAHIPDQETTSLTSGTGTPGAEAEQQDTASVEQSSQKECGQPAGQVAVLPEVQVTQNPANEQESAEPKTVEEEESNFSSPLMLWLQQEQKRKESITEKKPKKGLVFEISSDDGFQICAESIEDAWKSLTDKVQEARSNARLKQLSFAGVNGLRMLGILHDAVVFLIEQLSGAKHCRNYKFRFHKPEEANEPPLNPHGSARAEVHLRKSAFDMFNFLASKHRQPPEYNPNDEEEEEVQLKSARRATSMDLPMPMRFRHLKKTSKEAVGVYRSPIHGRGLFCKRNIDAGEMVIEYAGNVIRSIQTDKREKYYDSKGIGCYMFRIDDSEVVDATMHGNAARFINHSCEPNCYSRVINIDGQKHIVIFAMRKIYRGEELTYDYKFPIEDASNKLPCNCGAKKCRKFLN
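Fluorescence polarization: 7 uM MLL-CXXC (stock) preincubated 5 min with compounds, then 50 nM fluorescein-HOX-A9 DNA (stock) added; 30 min ambient. Buffer 50 mM Tris-HCl pH 7.5, 50 mM NaCl, 1 mM DTT, 0.05% BSA.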
TSG101-PTAP inh – qHTS Assay for Iinhibitors of HIV-1 Budding by Blocking the Interaction of PTAP/TSG101; Tumor susceptibility gene 101 protein (Homo sapiens), Q99816; Fluorescence polarization, FITC-PTAP peptide / Tsg101 binding; Potency, µM (series often up to 115 µM), for the others: top-dose activity change, negative = inhibition, hits mostly inhibitors; 340,000 tested, under 10 active; active = well fitted inhibition curve with a large enough effect in the main read-out, with a control signal flat, not every such curve was filed as active; inconclusive = small, poorly fitted or top-dose-only effect, or effect the other way, or a change in a side signal; inactive = no such curve, though single readings can be large or run the other way; note: potency is the fitted concentration of half-maximal effect; % of control where 0% means no effect
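Fluorescence anisotropy tracks displacement of a FITC-tagged PTAP peptide (50 nM) from the Tsg101 binding domain (10 uM), following a 20 min room-temperature incubation at pH 7.5.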
The depositor's hits bear a star; ? = inconclusive; / = not tested or not shown; & = joins results of further samples; [ ] = another dose, or the depositor's remark. Unless noted, calls come from the whole dose curve; as a rule, active = well fitted curve in the direction sought with a large enough effect; inconclusive = small, poorly fitted or top-dose-only effect, or another doubt; inactive = no such curve, though single readings can be large; an effect the other way counts as inactive or inconclusive.

Below each compound: p53 reactivation, ELG1 repair inh, a7 integrin act, TSG101-PTAP inh, B2AR arrestin, A-T KAP1 phos, TRPV1 ag, CXXC DNA block, BRCA1 expr up, TCR act
O=C(c1cccnc1)N1CCN(S(=O)(=O)c2ccc3ccccc3c2)CC1
  -4%, -14%, 9%, -4%, 0.0%, 2%, 3, 10%, -21%, 0%
COc1ccc(C(=O)Nc2ccccc2C(=O)NCC2CCCO2)cc1 (configuration not stated)
  -1%, -4%, 5%, -1%, -0.8%, 3%, 24, ?, 37%, 0%
COCCN1C(=O)N(c2cccc(C)c2)C(=O)C1CC(=O)Nc1ccc(OC)cc1 (configuration not stated)
  /, 7%, -1%, -1%, -0.9%, 4%, -1, 13%, -5%, -13%
CCOc1ccccc1CNC(=O)C(C)n1nc(C)c2c(C)n(-c3ccccc3)nc2c1=O (configuration not stated)
  -4%, ?, ?, 0%, -1.1%, -2%, 2, 17%, -11%, 5%
N#Cc1cccnc1N1CCN(C(=O)c2cccs2)CC1
  3%, 2%, -9%, -3%, 0.3%, 22%, 14, 2%, 27%, 11%
Cc1ccc(SCc2[nH]nc3c2C(c2ccc(C)o2)C(C#N)=C(N)O3)cc1 (configuration not stated)
  -7%, -1%, -41%, -7%, -0.4%, 11%, 0, -7%, 6%, -1%
Cc1n[nH]c(C)c1CCNCc1ccc(OCC(O)CN2CCCCC2)cc1 (configuration not stated)
  3%, -9%, -23%, -1%, 0.2%, -6%[11.5 µM], 0, -6%, 1%, 9%
O=C(NCC1CCCO1)c1ccc2c(=O)n(-c3ccccc3)c(=S)[nH]c2c1 (configuration not stated)
  -1%, -2%, -29%, 3%, -0.1%, 1%, -1, 0%, -17%, /
COc1ccc(Cc2nnc(N)s2)cc1
  0%, ?, -8%, -2%, -1.2%, 16%, -2, -3%, 0%, -3%
COc1ccc(/C=C2\SC(=S)N(CC(=O)OCC(=O)Nc3ccc(C)cc3Cl)C2=O)cc1
  -2%, 2%, ?, 1%, -1.0%, -1%, -2, -7%, 17%, -1%
CCOC(=O)CSc1nc2ccccc2n1CC(=O)N1CCN(c2ccccc2)CC1
  1%, -24%, -14%, /, 0.3%, -2%, 9, -5%, -11%, /
CC1=NNC(=O)C1C(c1ccccc1)C(C#N)C#N (configuration not stated)
  3%, 15%, -14%, -3%, 0.1%, 3%, 0, 2%, 4%, 5%
CC(C)(C)NC(=O)c1cc(-c2ccccc2)n[nH]1
  2%, 5%, 1%, 1%, 0.9%, 1%, 11, -2%, 1%, /
N#Cc1nc(N2CCCC2)nc(N2CCCC2)n1
  1%, ?, -23%, -4%, -0.3%, -2%, 2, -6%, -35%&-21%, 1%
O=C(Nc1ccccc1)N1CCN(c2nc3ccccc3s2)CC1
  -4%, ?, -13%, -3%, -0.1%, 7%, 2, 3%, 6%, 4%
Cc1ccccc1NCC(=O)N/N=C\C=C\c1cccc([N+](=O)[O-])c1
  -2%, 10%, ?, -3%, -0.4%, 9%, -2, -3%, -1%, -10%[46.1 µM]
N#CC1=C(C=Nc2ccccc2O)CCC1
  0%, -2%, -12%, -15%, 3.9%, 3%, -1, 6%, 1%, 5%
CCc1ccc(N2C(=O)CN(CC(=O)OC)C2=S)cc1
  -1%, -1%, -34%, -3%, -0.1%, -1%, 10, 5%, 15%, /
O=C(N/N=C1/CCCc2ccccc21)C(c1ccccc1)c1ccccc1
  2%, 28%, 5%[7.66 µM], -3%, 0.2%, -5%, 2, -12%, 6%, /
O=C(CN1CCCCC1)Nc1scc2c1c(=O)oc1ccccc12
  2%, ?, 7%, 0%, -0.7%, -3%, 1, -2%, 47%, -9%
CC(=O)c1ccccc1OC(=O)CCN1C(=O)c2ccccc2C1=O
  1%, 0%, 14%, -1%, 3.8%, 10%, 9, -5%, 4%, 1%
CCn1cc(/C=N/NC(=O)COc2cccc3cccnc23)c2ccccc21
  -8%, ?, -6%, -1%, -0.5%, 2%, -4, 5%, -7%, -1%[46.1 µM]
Cc1ccc(C(=O)NNC(=O)OC(C)(C)C)c(Cl)c1
  12%, ?, 1%, -6%, 0.0%, -1%, 0, 4%, 65%, -4%
COc1ccc(CC2=CC(=O)c3ccccc3C2=O)cc1
  -13%, ?, -61%[inhibitor], 0%, -0.5%, -3%, 4, -11%, -15%, 1%
C=CC[C@H](CC(=O)NCCO)C(=O)N[C@H](COC(=O)[C@@H](CC=C)Cc1ccc(F)cc1)Cc1ccccc1
  -3%, ?, 6%, -9%, -0.7%, 17%, /, /, -25%, -18%
COc1ccccc1CNC(=S)Nc1ccc(F)cc1
  /, -22%, 1%, -2%, -0.3%, 23%, 19, 6%, 20%, 7%
O=C(C[C@H]1C/C=C\C[C@H](Cc2ccc(F)cc2)C(=O)OC[C@@H]2CCCN2C1=O)N[C@H](CO)Cc1ccccc1
  2%, 7%, 14%, -1%, 0.2%, -18%, /, /, 0%, -1%
c1csc(-c2nc(CN3CCSCC3)cs2)c1
  0%, ?, -18%, 1%, 0.0%, -19%, 5, -7%, ?, 1%
Cc1cc(C)nc(-n2nc(C)cc2Nc2ccccc2)n1
  -11%, ?, -5%, 0%, 7.7%, 3%, ?, -4%, -24%, -6%
CCOc1ccc(N2C(=O)CC(Sc3n[nH]c(-c4ccccc4)n3)C2=O)cc1 (configuration not stated)
  0%, 11%, -1%, 1%, -0.8%, 7%[11.5 µM], 0, -4%, 12%, 0%
Cc1ccc(S(=O)(=O)CCC(=O)Nc2nccs2)cc1
  12%, -5%, -24%, -3%, -1.5%, -3%, -1, 18%, -30%, -9%
Cc1ccc(C(=O)NC(=S)NCc2cccnc2)cc1
  -1%, 5%, -2%, 4%, -0.1%, 8%, 4, -3%, 41%, 1%
Cc1ccc(C(=O)N2Cc3ccccc3CC2C(=O)O)cc1 (configuration not stated)
  10%, 3%, 11%, -10%, -1.4%, 11%, 0, 0%, -3%, /
FC(F)Sc1ccc(-n2cc(-c3ccc(Cl)cc3)[n+]3c2CCC3)cc1
  0%, -2%, 0%, -2%, -0.4%, 2%, -2, 15%, -32%, -3%[46.1 µM]
CCCn1c(=O)c2c(c3ccccc31)OC(C)C(=O)N2 (configuration not stated)
  14%, 15%, -10%, -2%, 0.4%, -1%, -1, 5%, -42%, 3%
COC(=O)c1ccc(/C=C/C(=O)OCC(=O)Nc2cc(C)on2)cc1
  19%, 6%, 0%, -4%, -0.5%, 4%, /, /, -4%, -3%[46.1 µM]
CCc1ccccc1NC(=O)CSc1n[nH]c(C)c1[N+](=O)[O-]
  -5%, 4%, 0%, 0%, -0.3%, -4%, 1, -9%, -4%, -1%[46.1 µM]
Cc1cnc(C(=O)OC(C(=O)Nc2cc(C(F)(F)F)ccc2Cl)c2ccccc2)cn1 (configuration not stated)
  -4%, 10%, -19%, 2%, 3.3%, 3%, 8, -1%, 1%, -6%
COc1ccccc1OCCNC(=O)c1ccco1
  5%, 10%, -15%, -2%, -0.5%, 2%, -3, -1%, 25%, -2%
CC(C)CNc1ncnc2[nH]ncc12
  /, /, 0%, -8%, /, /, /, /, -2%, 1%
C/C=C(\CS(=O)(=O)c1ccccc1)S(=O)(=O)c1ccccc1
  ?, -26%, -19%, -5%, -0.3%, -1%, -2, -7%, 3%, 5%
O=C(O)CCCC(=O)Nc1nc2n(n1)C(c1ccc(F)cc1)CC(c1ccc(Cl)cc1)N2 (configuration not stated)
  -4%, 1%, 3%, -6%, -0.3%, -2%, -2, 0%, 3%, -4%
c1ccc2c(c1)nnn1c3ccccc3nc21
  ?, ?, /, /, 0.0%, 2%, -1, 12%, /, /
O=[N+]([O-])c1cc(Cl)ccc1-c1nc(-c2ccccc2)no1
  ?, ?, -10%, -2%, -0.2%, 1%, 7, 23%, 2.8µM*, 5%
CCCNc1nc(C)cc(-c2cc(-c3ccccc3)on2)n1
  -1%, ?, 11%, -2%, 0.3%, ?, 4, -3%, 29%, -1%
CN(C)/C(CN1CCCCC1)=C1\N=C(c2ccccc2)OC1=O
  2%, -4%, -6%, 0%, -0.7%, 2%, /, 0%, 5%, -4%

An unsorted share of the library. Share with any hit: about 3.8%.
